# CHRM1 PAM: human CHRM1 positive allosteric modulation; CHO-K1 hM1, Fluo-8 calcium fluorescence, ACh EC20; 0% = ACh EC20, 100% = maximal ACh; 0.088% of 360,000 active; activation, % at 3 µM; AID 588819; in the data active = activation above about 19%, passing the limit was not always enough
# Target sequence (P11229 whole entry, looked up): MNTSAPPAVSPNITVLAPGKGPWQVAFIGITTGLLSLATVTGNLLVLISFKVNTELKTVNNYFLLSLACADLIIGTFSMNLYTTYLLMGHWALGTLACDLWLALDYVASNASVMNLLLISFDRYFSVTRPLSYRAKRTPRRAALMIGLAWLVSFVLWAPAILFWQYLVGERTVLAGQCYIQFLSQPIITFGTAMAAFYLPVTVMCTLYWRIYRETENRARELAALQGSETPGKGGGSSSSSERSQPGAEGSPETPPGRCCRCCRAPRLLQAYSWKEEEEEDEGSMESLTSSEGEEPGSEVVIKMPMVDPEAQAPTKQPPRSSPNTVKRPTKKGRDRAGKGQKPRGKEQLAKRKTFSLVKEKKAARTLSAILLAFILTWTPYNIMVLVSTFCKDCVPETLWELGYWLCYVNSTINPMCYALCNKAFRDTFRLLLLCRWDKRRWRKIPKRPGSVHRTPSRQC
# CHRM1 antagonist: human CHRM1 antagonism. P11229. inhibition, % at 3 µM. 1.3% of 360,000 active. AID 588852. CHO-K1 hM1, Fluo-8 calcium fluorescence, ACh EC80 antagonist;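 active = percent inhibition above its own plate's cutoff, namely the mean of that plate's compound wells plus 3 SD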;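 also: peak over basal fluorescence ratio during 140 s after agonist addition; 0% = ACh EC80 plus DMSO and 100% = DMSO alone without agonist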
# M1 ag parental: counter-screen for M1 agonists: effect in parental CHO-K1 cells. Fluo-8 calcium fluorescence; scaled to maximal ATP response, vehicle zero. activation, % at 3 µM. 0.48% of 360,000 active; in the data active = activation above about 15%;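 also: untransfected CHO-K1 host cells lacking M1 receptor as counterscreen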
# CHO-K1 Ca PAM: nonselective activator or artifact in parental CHO-K1 calcium assay; 0.02% of 360,000 active; ATP EC20, Fluo-8 calcium fluorescence; 0% at ATP EC20, 100% at ATP max; activation, % at 3 µM;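 active = activation above the run cutoff, the mean activation of all test compounds plus 3 SD, cut at about 40% in these data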;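 also: peak over basal fluorescence ratio in a 140 s read after ATP addition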
# TAAR1 ag: agonists of human TAAR1 | Q96RJ0 | CHO RD-HGA16 TAAR1, Fluo-8 calcium fluorescence; vehicle wells 0%, saturating PEA agonist 100% | activation, % at 3 µM | 0.99% of 360,000 active;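 active = activation above the mean activation of all test compounds in the run plus 3 SD, cut at about 38% in these data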
# Target sequence (Q96RJ0 whole entry, looked up): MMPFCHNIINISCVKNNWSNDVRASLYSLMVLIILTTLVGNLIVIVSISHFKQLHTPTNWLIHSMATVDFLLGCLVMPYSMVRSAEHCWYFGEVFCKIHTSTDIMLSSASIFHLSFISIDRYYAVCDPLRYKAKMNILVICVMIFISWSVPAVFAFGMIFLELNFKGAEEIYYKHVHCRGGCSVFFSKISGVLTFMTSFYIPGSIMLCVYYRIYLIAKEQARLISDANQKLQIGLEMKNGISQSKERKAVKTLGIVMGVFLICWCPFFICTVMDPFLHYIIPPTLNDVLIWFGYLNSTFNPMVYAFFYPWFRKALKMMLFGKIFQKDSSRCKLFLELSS
#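 System: CHO-derived RD-HGA16 cells with stable Gα16 and human TAAR1. Times: 17-24 h plating, Fluo-8 75 min 37 °C, 30 min RT. Measured by: calcium-sensitive Fluo-8 signal, excitation 470-495, emission 515-575 nm. Read-out basis: % activation relative to PEA EC100 response. Control set: DMSO and PEA EC100. Repeats: no replicates (n 1).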
# CHO-K1 Ca antag: counter-screen for M1 antagonists: effect in parental CHO-K1 cells. ATP-induced calcium, Fluo-8 fluorescence. inhibition, % at 3 µM. 0.6% of 360,000 active;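 active = inhibition above a per-plate cutoff, the plate's mean sample inhibition plus 3 SD, cut at about 24% in these data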;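 also: 0% = DMSO plus EC80 ATP and 100% = DMSO alone without ATP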
# CHO parental Ca: signal in parental CHO cells, OX1R antagonist counter-screen | parental CHO-K1, ATP-induced calcium, Fluo-8 fluorescence | 0.63% of 330,000 active | AID 463079 | inhibition, % at 5.6 µM;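 active = inhibition above that plate's mean sample inhibition plus 3 SD, cut at about 26% in these data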;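 also: 0% = ATP-challenged DMSO wells and 100% = DMSO wells without ATP; some compounds past the cut are filed as inactive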
#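 Test system: untransfected parental CHO cell line. Compound: one dose, 5.6 µM nominal. Detection: intracellular calcium via Fluo-8 no-wash fluorescent dye. Measure: % inhibition. Benchmarks: ATP-challenged DMSO wells low, unchallenged DMSO wells high.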
# TAAR1 antagonist: human TAAR1 antagonism; Q96RJ0; CHO RD-HGA16 TAAR1, Fluo-8 calcium fluorescence, antagonist; inhibition, % at 3 µM; 1.5% of 360,000 active; AID 624466;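 active = inhibition above a per-plate cutoff, the mean inhibition of test compounds on that plate plus 3 SD, cut at about 49% in these data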;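 also: 0% = DMSO plus EC80 beta-PEA response and 100% = DMSO alone without agonist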
#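 Material: CHO RD-HGA16 cells bearing hTAAR1; compound dosing: one-point dosing, 3 µM nominal final; schedule: dye loading 75 min at 37 °C, then 30 min room temperature; measured by: calcium fluorescence with Fluo-8; control set: vehicle and agonist controls; replication: n of 1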
# CHRM1 agonist: human M1 muscarinic receptor agonism | 0.33% of 360,000 active | CHO-K1 hM1, Fluo-8 calcium fluorescence, agonist mode; 0% DMSO, 100% acetylcholine EC100 | P11229 | AID 588814 | activation, % at 3 µM;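 active = activation above the run's mean compound activation plus 3 SD, cut at about 16% in these data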;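 also: peak over basal fluorescence ratio within a 140 s kinetic read after compound addition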
# The depositor's hits bear a star; x = not tested or not shown.
SMILES,CHRM1 PAM,CHRM1 antagonist,M1 ag parental,CHO-K1 Ca PAM,TAAR1 ag,CHO-K1 Ca antag,CHO parental Ca,TAAR1 antagonist,CHRM1 agonist
Cc1ccccc1NC(=O)COC(=O)C1(C)CC1(Cl)Cl (stereo not given),16.8,-6.5,0.1,-8.2,0.8,-5.3,-15.3,10.2,-7.4
Cc1ccc(S(=O)(=O)Nc2ccccc2C=Nc2cccc(C)c2C)cc1,-1.7,4.8,0.1,-10.8,-1.7,17.7,8.3,-4.0,-7.8
COc1ccc(OCc2nc(C#N)c(N3CCN(c4ccc(OC)cc4)CC3)o2)cc1,-4.4,14.6,1.9,24.4,-1.5,-5.0,x,9.9,-3.1
N#Cc1ccccc1Cn1c(=O)n(CCC(=O)NCc2ccco2)c(=O)c2ccccc21,1.5,4.0,-0.6,-9.2,-1.9,13.6,-23.5,-2.2,-2.1
COc1ccc(OC)c(C2=NO[C@@H]3C(=O)N(c4cc(Cl)ccc4OC)C(=O)[C@H]23)c1,5.2,-5.4,0.0,-6.4,0.9,9.5,0.5,-5.0,-1.4
CC(=O)c1cccc(NC(=O)C(C)OC(=O)c2cc(C)oc2C)c1 (stereo not given),8.6,-17.1,1.3,13.9,1.9,-21.1,x,-23.9,-2.5
C=CCN(C(=O)CCc1ccccc1OC)c1nc(-c2ccc(S(C)(=O)=O)cc2)cs1,3.6,-1.7,0.7,-9.6,7.0,-4.4,4.3,10.1,-4.0
Cc1ccc(OCC(=O)Nc2ccc(NC(=O)c3ccco3)cc2)c(C)c1,0.7,-8.6,2.3,-2.5,0.0,-14.6,-25.9,-1.5,-4.2
C[C@H](CO)N1C[C@H](C)[C@@H](CN(C)C(=O)Nc2ccc(C(F)(F)F)cc2)Oc2c(NC(=O)Cc3ccccc3)cccc2C1=O,8.5,-1.7,0.5,20.0,3.2,-18.7,-20.8,3.6,-7.3
CC(C)NS(=O)(=O)c1ccc(NC(=O)C(C)OC(=O)CCC2CCCC2)cc1 (stereo not given),-15.2,16.4,4.8,-3.1,29.1,-13.6,-13.4,-1.7,-4.7
C[C@H]1CN([C@@H](C)CO)C(=O)c2cc(Br)cnc2O[C@H]1CN(C)C(=O)c1cnccn1,11.5,-8.4,0.4,14.6,1.1,-8.1,x,-1.4,0.0
O=[N+]([O-])c1ccc(Cl)cc1Sc1ccccn1,6.3,0.5,-0.2,4.1,9.6,7.4,-15.2,-14.6,-5.4
CCC(C)(C)c1ccc(Oc2cccc(C(=O)O)c2)cc1,0.4,5.7,3.4,7.1,0.1,-8.2,-9.9,-4.3,-4.6
COC(=O)c1cn(C)c2ccc(S(=O)(=O)N3CCOCC3)cc2c1=O,-6.4,4.9,0.1,-10.8,6.8,-9.8,-6.1,14.9,-5.4
O=C(CCCOc1ccccc1)Nc1cccc([N+](=O)[O-])c1,5.7,-2.4,2.5,-8.4,11.4,8.4,11.7,12.2,-7.6
COc1ccccc1N(CC(=O)N/N=C/c1ccc(SC)cc1)S(C)(=O)=O,3.8,-3.7,5.3,9.9,1.2,-10.4,-11.5,1.9,1.4
Cc1ccc(SCCNC(=S)Nc2ccccc2)cc1,-5.3,1.1,3.8,5.2,2.9,-3.5,1.6,-14.4,-1.1
CCOc1ccc(Nc2nc3ccccc3c(=O)s2)cc1,1.5,-6.3,0.3,2.7,-0.2,-6.7,-5.6,8.8,-1.7
CC1CN(C(=O)COc2ccc3c(-c4ccccc4)cc(=O)oc3c2)CC(C)O1 (stereo not given),-14.1,29.4*,0.8,-11.4,0.0,-9.7,-9.1,-7.4,-2.1
CC(=O)Nc1ccc(NC(=O)CCCc2c[nH]c3ccccc23)cc1,1.7,-3.6,0.4,9.4,9.2,-0.6,9.7,16.5,-0.3
CCOc1cc(/C=N/NC(=O)COc2ccccc2C)ccc1OC(=O)c1cccs1,-5.0,13.7,-0.2,-11.7,0.3,2.1,-10.2,33.1,-1.0
CC1CCc2c(sc(/N=C/c3ccco3)c2C(N)=O)C1 (stereo not given),12.0,-7.5,0.3,-1.5,7.5,-6.4,-21.2,-14.9,-0.4
COc1ccccc1NC(=S)NNC(=S)Nc1ccc(OC(F)F)cc1,-4.6,-0.9,-0.3,14.8,-3.0,-9.5,4.9,-5.2,-11.6
CCOC(=O)CSc1nc2ccsc2c(=O)[nH]1,7.1,-2.7,-0.1,12.9,3.9,2.0,-12.4,-0.7,-6.9

# Another view of 4 compounds above:
SMILES	CHRM1 PAM	CHRM1 antagonist	M1 ag parental	CHO-K1 Ca PAM	TAAR1 ag	CHO-K1 Ca antag	CHO parental Ca	TAAR1 antagonist	CHRM1 agonist
CC(=O)Nc1ccc(NC(=O)CCCc2c[nH]c3ccccc23)cc1	1.7	-3.6	0.4	9.4	9.2	-0.6	9.7	16.5	-0.3
CCOc1cc(/C=N/NC(=O)COc2ccccc2C)ccc1OC(=O)c1cccs1	-5.0	13.7	-0.2	-11.7	0.3	2.1	-10.2	33.1	-1.0
CC1CCc2c(sc(/N=C/c3ccco3)c2C(N)=O)C1 (stereo not given)	12.0	-7.5	0.3	-1.5	7.5	-6.4	-21.2	-14.9	-0.4
COc1ccccc1NC(=S)NNC(=S)Nc1ccc(OC(F)F)cc1	-4.6	-0.9	-0.3	14.8	-3.0	-9.5	4.9	-5.2	-11.6

# Additional records follow:
SMILES,CHRM1 PAM,CHRM1 antagonist,M1 ag parental,CHO-K1 Ca PAM,TAAR1 ag,CHO-K1 Ca antag,CHO parental Ca,TAAR1 antagonist,CHRM1 agonist
Oc1c(Br)cc(Br)cc1C=Nc1ccc2[nH]ncc2c1,14.2,-26.1,0.1,-13.7,5.6,2.8,-3.5,-6.3,-2.2
O=c1[nH]cc(CN2CCOCC2)c(=O)[nH]1,7.0,-19.6,0.7,13.1,2.0,-12.9,x,-13.3,-2.1
Cc1cc(C(N)=O)c2cc(Br)ccc2n1,9.9,-8.4,3.3,26.2,8.7,-8.3,-6.2,11.7,-7.1
CCN(c1ccccc1)S(=O)(=O)c1ccc(OCC(F)(F)F)c(NC(=O)c2ccc(=O)[nH]c2)c1,3.3,-1.8,-0.1,-6.5,10.2,-5.7,x,-7.0,-5.8
CCN(c1ccccc1)S(=O)(=O)c1ccc(Cl)c(NC(=O)CN(C)C2CCN(C)CC2)c1,-3.2,-6.9,1.0,0.8,7.7,-18.5,-12.8,-47.6,-6.3
COc1cc(F)ccc1CN1CCC(n2nccc2NC(=O)C2CCOC2)CC1 (stereo not given),6.2,-7.9,2.2,31.2,0.4,-17.3,-7.0,4.5,5.7
CC1(C)C(=O)Nc2ccccc2N1C(=O)COC(=O)c1cc(S(=O)(=O)N2CCOCC2)ccc1F,4.5,-5.0,4.2,15.9,8.1,-13.9,-23.1,3.4,-5.9
Cc1nc2cc(-c3cccc(F)c3)nn2c(C)c1CCC(=O)NC(C)c1ccc2c(c1)OCCO2 (stereo not given),-13.1,23.1,0.9,-4.1,-1.4,5.3,-25.0,19.6,-4.7
COC(=O)c1sc(NC(=O)CSc2nnnn2-c2ccc(C)cc2C)nc1C,9.0,-6.3,-0.3,-6.1,10.2,26.0*,0.6,-3.2,1.0
O=C(NCCNC(=O)c1cc(F)cc(F)c1)c1cc(F)cc(F)c1,6.3,-6.5,3.6,5.3,4.8,-16.4,-5.8,-1.4,-2.5
C/C(CC(=O)Nc1ccc(N(C)C)cc1)=N\NC(=O)c1ccncc1,-17.0,12.4,3.9,2.5,8.2,5.6,0.2,12.7,-4.6
CCOC(=O)CNC(=O)c1cn(CC(C)C)c(=O)c2cc(OC)c(OC)cc12,1.3,2.4,0.1,15.9,5.2,-5.3,8.0,5.9,-1.4
COC(=O)c1c[nH]c(=O)c2ccccc12,-0.2,2.6,0.4,1.5,2.3,-2.3,-0.4,-2.5,-4.7
CC(=O)Nc1ccc(N/C=C(\C=O)c2nc3ccccc3o2)cc1,10.5,-7.2,-0.2,-11.1,3.1,11.2,-3.8,3.2,2.2
COC(=O)Cn1nc(-c2ccc(C)cc2)c2ccccc2c1=O,5.6,-3.9,-0.5,7.0,1.2,-8.8,3.6,-1.6,-3.7
Cc1nn2c(=O)c3c4c(sc3nc2n1-c1ccccc1)COC(C)(C)C4,8.7,-9.0,0.9,19.7,6.2,-7.5,-20.8,-36.0,-4.6
CCN(c1ccc(C)cc1C)S(=O)(=O)c1nnc(NC(=O)C(C)(C)C)s1,-2.7,4.9,1.0,-6.6,-2.9,-7.5,-3.0,5.7,-5.7
O=C1C(O)=C(O)C(=O)c2ccccc21,6.5,-14.6,0.1,4.5,4.0,-11.6,7.0,-15.5,-1.2
c1ccc2c(c1)CC/C2=N/Nc1nc2ccccc2[nH]1,6.0,-3.5,4.8,22.7,3.1,-23.3,-33.7,-11.3,-3.0
COc1ccccc1-c1c(C)oc2c(CN3CCN(C)CC3)c(O)ccc2c1=O,-5.7,10.2,0.4,7.7,2.1,-5.0,-2.3,-7.0,-4.4
COc1ccc(Cc2nc3ccc(C(=O)NC(C)Cc4ncccc4C)cc3o2)cc1OC (stereo not given),-9.6,14.5,8.1,-32.5,10.2,17.1,-23.5,37.2,-0.4
Cc1ccccc1S(=O)(=O)N(C)C[C@H]1OCc2cnnn2CCCC(=O)N([C@H](C)CO)C[C@H]1C,0.8,-2.0,-0.1,-3.9,-0.2,-2.5,x,4.8,-0.3
COC(=O)C1=C(C)NC2=C(C(=O)CC(C)(C)C2)C1c1ccsc1 (stereo not given),4.7,-4.1,-0.1,14.6,0.1,-11.6,-13.8,10.7,-5.0
Cc1cccc(NC(=O)CSc2nnc(Cn3nnc(-c4ccccc4)n3)n2-c2ccccc2)c1,-2.9,1.3,0.7,-3.9,9.9,14.5,-14.1,27.4,-3.0
CCOC(=O)N1CCN(C(=O)c2cnn3c(C(F)(F)F)cc(-c4cccs4)nc23)CC1,3.7,-4.1,1.2,-7.1,0.4,-9.8,-9.6,-38.2,-3.0
CCOC(=O)c1cnc2c(Cl)cccc2c1NCCCN1CCOCC1,7.9,-10.1,1.0,22.9,-0.2,-8.0,-17.3,-17.7,-7.8
COc1ccc(CN2CCC(=O)N([C@H](CO)CC(C)C)CC2)cc1,7.0,-4.8,1.1,20.9,11.0,-11.1,-6.8,-3.6,-6.3
COC(=O)CC1=NN(c2nc(C)cc(C)n2)C(=O)C1,12.7,-19.7,0.6,18.8,0.2,-11.1,-8.4,-15.7,-5.4
CC1CCC/C(=N\NC(=O)COc2ccccc2Cl)C1 (stereo not given),9.4,-4.5,1.9,20.4,0.3,-2.2,-12.1,-18.0,-11.1
Cc1cccc(NC(=O)C2C(C(=O)O)C3C=CC2C32CC2)c1C (stereo not given),8.7,-41.8,0.0,18.6,5.4,-12.7,-1.0,-3.7,-3.4
CCOC1=C2[C@@H](CN(S(=O)(=O)c3ccc(C)cc3)[C@H]2c2cccc3ccccc23)[C@H]2C(=O)N(C3CCCCC3)C(=O)[C@H]2C1,16.1,-12.7,0.4,8.1,-0.7,-0.1,x,-32.3,-1.6

# Source: PubChem
